# Jurkat NFkB inh: inhibitors of induced NF-kB luciferase reporter, primary screen, TCR NF-kB activation inhibitor project, cell-based, luminescence, uHTS; Jurkat, PMA/ionomycin-induced NF-kB luciferase reporter; inhibition, % at 4 µM; actives 0.53% (n = 330,000); in the data active means inhibition above about 50%
# UPR XBP1 act: activators of adaptive XBP1 UPR arm, primary screen, cell-based, CHO-XBP1 luciferase reporter, luminescence, uHTS | IRE1-XBP1 UPR activation; percent of tunicamycin response, DMSO as zero | activation, % at 20 µM | actives 0.33% (n = 330,000);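 active means versus positive control, 20 µM dose yields 30% or more activation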;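 further: 100% = tunicamycin at 10 µg/mL and 0% = DMSO only wells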
#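 Material: CHO-XBP1 cells stably carrying IRE1-XBP1-driven luciferase reporter / Amount: 1000 cells per well / Compound: 20 µM, 1% DMSO / Times: 6 h treatment, 37 °C / Detection: luciferase luminescence / Measure: % activation of reporter signal versus tunicamycin and DMSO controls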
# APJ antag: antagonists of human apelin receptor APJ, primary screen, CHO-K1 cells, beta-arrestin complementation, luminescence; P35414; inhibition, % at 20 µM; actives 0.32% (n = 330,000);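 active means inhibition above about 40% at 20 µM, limit read from the data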;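 further: cells challenged with 10 nM apelin-13 agonist together with compound; plate controls were apelin-13 plus DMSO wells for no effect and DMSO wells lacking apelin-13 for full effect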
# Target sequence (P35414 whole entry, looked up): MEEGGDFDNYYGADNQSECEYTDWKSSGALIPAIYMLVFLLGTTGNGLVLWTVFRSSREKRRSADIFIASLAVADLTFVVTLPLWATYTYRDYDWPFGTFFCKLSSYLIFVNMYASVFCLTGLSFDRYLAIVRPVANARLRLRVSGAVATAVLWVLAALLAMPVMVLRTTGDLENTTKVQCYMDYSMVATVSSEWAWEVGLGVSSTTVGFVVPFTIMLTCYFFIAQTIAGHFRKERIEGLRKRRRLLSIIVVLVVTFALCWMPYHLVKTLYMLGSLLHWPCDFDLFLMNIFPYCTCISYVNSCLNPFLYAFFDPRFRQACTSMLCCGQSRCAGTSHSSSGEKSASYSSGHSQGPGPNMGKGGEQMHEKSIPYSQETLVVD
# APJ ag: agonists of human apelin receptor APJ, primary screen, CHO-K1 cells, PathHunter beta-arrestin, luminescence. actives 0.11% (n = 330,000). 0% DMSO wells, 100% apelin. P35414. activation, % at 20 µM. AID 2520, 2010;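 active means activation more than six SD over the plate average, tested at 20 µM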;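 further: 0% = DMSO alone and 100% = apelin-13 at 10 nM; some results filed as inactive read as strong as hits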
#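 Test system – PathHunter CHO-K1 APJ (AGTRL-1) beta-arrestin reporter cells · Input – 1000 cells/well · Compound – single test compound dose, 20 µM final, 1% DMSO · Times – compound stimulation 90 min at 25 °C, detection 60 min · Technique – beta-gal luminescence · Read-out basis – APJ–arrestin association signal · Control set – negative DMSO alone, positive Apelin-13 at 10 nM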
# tim23-1 inh: growth inhibitors of tim23-1 mutant yeast, primary screen, luminescence, uHTS; actives 1.3% (n = 330,000); S. cerevisiae tim23-1 growth, BacTiter-Glo luminescence, 24 h; inhibition, % at 20 µM;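 active means growth inhibition of the mutant yeast at or above 50%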;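 further: temperature-sensitive mutant grown at 25 °C; plate controls were DMSO-treated mutant yeast for no effect and medium wells lacking yeast for full effect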
# CHOP UPR activ: activators of apoptotic CHOP UPR arm, primary screen, cell-based, CHO-CHOP luciferase reporter, luminescence, uHTS. activation, % at 10 µM. AID 449763, 2010. UPR activation; percent of tunicamycin response over DMSO baseline. actives 0.34% (n = 330,000);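 active means at 10 µM dose, activation of 40% or more, normalized to positive control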;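 further: 100% = tunicamycin at 10 µg/mL and 0% = DMSO alone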
#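 System: CHO-CHOP luciferase reporter cell line; amount: 500 cells/well; buffer or medium: F12 medium containing 10% fetal bovine serum; incubation: 6 h compound exposure at 37 °C after overnight seeding; measured by: luciferase luminescence after 10 min with Steady-Glo reagent; evaluation: % reporter activation, DMSO baseline versus tunicamycin full activation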
# Mdm2-MdmX inh: inhibitors of human Mdm2-MdmX association, primary screen, cell-based, luminescence, split luciferase, SaOS-2, uHTS; Protein Mdm4 (Homo sapiens) + E3 ubiquitin-protein ligase Mdm2 (Homo sapiens), …; SaOS-2 split-luciferase Mdm2/MdmX complementation; inhibition, % at 8 µM; actives 3% (n = 330,000); AID 485346, 2010;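 active means inhibition of at least 50% at 8 µM in the primary screen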
# 697 NFkB inh: inhibitors of PMA/ionomycin-induced NF-kB reporter, 697 cells, primary screen, B-cell NF-kB inhibitor project, cell-based, luminescence, uHTS; 697 B-cell NF-kB luciferase reporter, 16 h; inhibition, % at 4 µM; actives 0.33% (n = 330,000); AID 435022, 2010; in the data active means inhibition above about 35%
# * hit, by the source's call.
SMILES,Jurkat NFkB inh,UPR XBP1 act,APJ antag,APJ ag,tim23-1 inh,CHOP UPR activ,Mdm2-MdmX inh,697 NFkB inh
COCCNC(=O)CN1CCC(n2c(C)nc3cc(C(F)(F)F)ccc32)CC1,0,-4,2,-5,7,0.8,-32,10
CCCCN(Cc1ccco1)S(=O)(=O)c1c[nH]c(C(=O)OC)c1,9,0,15,-5,23,0.4,11,-29
CCc1ccc(Nc2n[n+](-c3ccccc3)c(-c3c(Cl)cccc3Cl)s2)cc1,26,10,27,5,-2,14,100*,-4
Cn1c(SCc2ccc(C(=O)Nc3nccs3)cc2)nnc1-c1ccccc1,-23,2,-11,-5,21,-2.4,22,-2
Cc1ccc(S(=O)(=O)CC(N)=O)cc1,-12,-5,6,-4,0,-1.4,11,12
Cc1ccc(C(CCNC(C)c2cccs2)c2ccco2)cc1 (configuration not stated),-17,-3,8,-4,8,-0.2,22,7
COc1ccc2nc(SCC(=O)c3c(N)n(C4CC4)c(=O)[nH]c3=O)[nH]c2c1,-2,-1,-6,-4,5,-0.2,-22,2
OCCC1CN(Cc2cccc(-c3ccco3)c2)CCN1Cc1ccsc1 (configuration not stated),13,2,6,0,3,-2.6,17,-10
Cc1nn(-c2ccc(F)cc2)c(Cl)c1/C=C1\C(=O)Nc2ccccc21,37,2,9,-5,20,0.6,59*,-113
COCC(=O)Nc1c(C(=O)Nc2ccc3c(c2)OCCO3)oc2ccccc12,-176,3,-8,-4,29,4.1,-185,-110
O=c1nc(-c2ccccc2Cl)c2cc(F)ccc2[nH]1,1,-2,-3,0,-1,0.3,-11,0
Cc1ccc(S(=O)(=O)Nc2nc3cc(C)c(C)cc3[nH]2)cc1,-9,-1,4,-3,2,-0.7,-5,12
c1ccc(N2CCN(c3nc4cc5c(cc4s3)OCCO5)CC2)cc1,-46,0,0,6,-5,4.4,-88,-156
Cc1ccc(N(C(=O)c2ccc(S(=O)(=O)N(C)C)cc2)C2C=CS(=O)(=O)C2)cc1 (configuration not stated),1,-1,12,-1,5,0.4,-3,0
O=C(CSc1nnc(CN2CCOCC2)n1-c1ccc(Cl)cc1)N1CCc2ccccc21,5,-1,0,-3,31,-1.5,13,3
Cn1c(SCC(=O)N2CCCc3ccccc32)nnc1-c1c[nH]c2ccccc12,-3,1,-10,-2,5,-0.7,-2,1
COCCn1c(C)cc(C(=O)COC(=O)c2ccc([N+](=O)[O-])o2)c1C,1,-7,-25,5,52*,0.7,21,6
CC(NC(=O)C1CCN(c2nnc(-n3cccc3)s2)CC1)C12CC3CC(CC(C3)C1)C2 (configuration not stated),10,-4,-4,-1,9,2.2,3,-1
COc1ccc(NC(=O)C2CCN(Cc3cnn(-c4ccccc4)c3-n3cccc3)CC2)cc1OC,11,-4,-5,-4,-7,-1.9,-1,14
COc1ccc(N(CC(=O)Nc2cccc(C)c2)S(=O)(=O)c2c(C)noc2C)cc1,22,-9,16,-3,38,-1.2,10,-24
CC1CCCC(NC(=O)Nc2cccs2)C1C (configuration not stated),-1,-3,12,5,34,0.3,9,3
NC(=O)c1c(NC(=O)C(=O)NCCCN2CCOCC2)sc2c1CCCC2,9,-3,2,1,13,-0.4,30,-3
O=C(c1ccc2c(Cl)c3c(nc2c1)CCCC3)N1CCN(c2ccc(F)cc2)CC1,2,1,13,-1,34,4.2,42,9
O=C(Nc1cccc(S(=O)(=O)N2CCCCC2)c1)C1CCC1,-15,-2,-26,15,29,-1.1,-11,-17
O=C(O)C1C2C=CC(C2)C1C(=O)N1CCN(C/C=C/c2ccccc2)CC1 (configuration not stated),-10,-4,6,2,14,-1.8,-19,4

# Fetched by structure from the list above:
SMILES,Jurkat NFkB inh,UPR XBP1 act,APJ antag,APJ ag,tim23-1 inh,CHOP UPR activ,Mdm2-MdmX inh,697 NFkB inh
c1ccc(N2CCN(c3nc4cc5c(cc4s3)OCCO5)CC2)cc1,-46,0,0,6,-5,4.4,-88,-156
O=c1nc(-c2ccccc2Cl)c2cc(F)ccc2[nH]1,1,-2,-3,0,-1,0.3,-11,0
Cn1c(SCc2ccc(C(=O)Nc3nccs3)cc2)nnc1-c1ccccc1,-23,2,-11,-5,21,-2.4,22,-2

# Following part
SMILES,Jurkat NFkB inh,UPR XBP1 act,APJ antag,APJ ag,tim23-1 inh,CHOP UPR activ,Mdm2-MdmX inh,697 NFkB inh
O=c1[nH]cc(COCc2ccccc2)c(=O)[nH]1,11,0,28,2,18,-0.4,-19,16
COc1cc2c(cc1NC(=O)/C=C/c1ccc([N+](=O)[O-])cc1)oc1ccccc12,5,7,-28,1,-4,4.2,19,-7
COc1ccccc1C(=O)NC(=S)Nc1cc(C(=O)O)ccc1C,4,-2,-15,-1,16,-1.3,9,12
CC(C)(C)NC(=O)NC(=O)CN1C(=O)NC(C)(c2ccccc2)C1=O (configuration not stated),9,0,9,1,17,-0.7,23,9
COC(=O)c1ccc2c(c1)S(=O)(=O)NC(=NCCCN1CCOCC1)S2,-12,-1,5,-10,7,0.7,-11,-16
Cc1nc(Cl)c(S(N)(=O)=O)c(C)c1Cl,-2,2,-3,-2,-2,-0.5,19,3
Cc1ccc2c(c1)c(C)c(C)n2CC(O)Cn1nnc2ccccc21 (configuration not stated),-67,1,-1,7,30,5.7,22,-88
COC(=O)c1ccc(NC(=O)CSC2=NC(=O)C(c3ccccc3)C(=O)N2)cc1 (configuration not stated),23,-1,18,2,6,4.0,11,15
O=S(=O)(NCc1ccccn1)c1ccc2c(c1)OCCO2,16,-3,20,0,8,-1.7,9,4
Cc1c(NC(=O)c2ccccc2NC(=O)COc2ccccc2)cccc1C(=O)O,17,-2,9,-3,-13,-0.8,15,5
CC1Sc2ccc(S(=O)(=O)CCC(=O)NC3CCCCCC3)cc2NC1=O (configuration not stated),6,-2,8,-3,8,1.8,15,7
Cc1ccc(C(=O)NNC(=O)c2ccc(NS(=O)(=O)c3cccs3)cc2)s1,-3,1,-6,5,16,-1.6,-32,-15
COc1ccccc1N1CCN(C(=O)/C=C/c2ccc(C)cc2)CC1,9,-1,-3,1,43,0.3,-31,8
O=C(NNC(=O)C1C2CCC(C2)C1C(=O)O)c1cccc(Cl)c1 (configuration not stated),10,-2,-1,0,6,-1.2,27,19
CCCCn1c(N)c(N(CC(C)C)C(=O)c2cc(-c3ccco3)nc3ccccc23)c(=O)[nH]c1=O,13,-1,3,-4,-15,1.0,10,7
COc1ccc(N2CCN(C(=O)c3cc4c(s3)-c3ccccc3OC4)CC2)cc1,0,-2,7,-3,-12,1.4,10,14
COc1ccc(C(=O)Cn2c(Br)nc3c2c(=O)n(C)c(=O)n3C)cc1,8,0,13,-4,22,-0.2,-16,18
CCN1CCN(C(=S)c2ccc(-c3ccccc3)cc2)CC1,12,1,-11,0,32,1.5,-11,20
CS(=O)(=O)c1ccc2nc(NC(=O)c3cccc(Cl)c3)sc2c1,-13,4,8,-4,10,0.4,6,-7
CCC(CC)COC(=O)C1=C(C)NC(=O)NC1c1ccc(OC)cc1 (configuration not stated),8,-1,-5,-1,16,0.3,5,-9
Cc1cc(NC(=O)CSc2nc3ccccc3n2CC(=O)N2CCC(C)CC2)no1,8,1,-27,4,12,-3.8,13,-7
COc1ccc(-n2cc(CNCCCn3ccnc3)c(-c3ccccc3Cl)n2)cc1,-3,-1,16,-4,8,-1.5,18,-21
Cc1ccc(N2CC(c3nc4ccccc4n3C)CC2=O)cc1 (configuration not stated),-17,-3,-8,0,-6,-2.3,-13,-14
CCN(CC)C(=O)Cn1c(=O)n(-c2ccc(CC(=O)NCc3ccccc3)cc2)c(=O)c2sccc21,-4,-1,9,-5,13,-1.2,5,16
COc1cccc(CN(C)C(=O)c2cccc(S(=O)(=O)N3CCN(c4ccc(F)cc4)CC3)c2)c1OC,14,-2,-36,-1,17,6.6,34,-44
SMILES,Jurkat NFkB inh,UPR XBP1 act,APJ antag,APJ ag,tim23-1 inh,CHOP UPR activ,Mdm2-MdmX inh,697 NFkB inh
COc1ccccc1/C=N/NC(=O)c1ccccc1Cl,-7,1,-2,-2,12,-2.5,8,4
Cc1cc(C)c(N=C2SCC(=O)N2Cc2ccco2)c(C)c1,-25,2,9,-4,26,-1.1,11,-12
COc1ccc(C2=NN(C(=O)c3ccccc3C(=O)O)C(c3ccccc3O)C2)cc1 (configuration not stated),-90,-2,6,1,16,4.2,-31,-66
N=c1c(C(=O)NCc2ccco2)cc2c(=O)n3ccccc3nc2n1C1CCCC1,-23,-5,10,-1,18,2.5,14,-3
Cc1ccccc1OCC(=O)Nc1ccc(C(=O)Nc2ccccc2C(=O)O)cc1,-4,-2,15,-10,3,1.0,1,-2
COc1ccccc1Nc1ccc([N+](=O)[O-])cn1,-9,2,27,-2,6,3.2,10,-8
COc1ccc(N(CC(=O)Nc2c(C)n(C)n(-c3ccccc3)c2=O)S(=O)(=O)c2ccc(C)cc2)cc1,4,0,20,0,2,-0.8,-2,4
N#Cc1ccc(COC(=O)CN2C(=O)NC3(CCCC3)C2=O)cc1,5,2,-38,-9,-9,-2.0,10,-13

# A second format for some results above.
SMILES | Jurkat NFkB inh | UPR XBP1 act | APJ antag | APJ ag | tim23-1 inh | CHOP UPR activ | Mdm2-MdmX inh | 697 NFkB inh
COc1ccc(N(CC(=O)Nc2c(C)n(C)n(-c3ccccc3)c2=O)S(=O)(=O)c2ccc(C)cc2)cc1 | 4 | 0 | 20 | 0 | 2 | -0.8 | -2 | 4
COc1ccc(C2=NN(C(=O)c3ccccc3C(=O)O)C(c3ccccc3O)C2)cc1 (configuration not stated) | -90 | -2 | 6 | 1 | 16 | 4.2 | -31 | -66
COc1ccccc1Nc1ccc([N+](=O)[O-])cn1 | -9 | 2 | 27 | -2 | 6 | 3.2 | 10 | -8
N#Cc1ccc(COC(=O)CN2C(=O)NC3(CCCC3)C2=O)cc1 | 5 | 2 | -38 | -9 | -9 | -2.0 | 10 | -13
